Screening results deposited in PubChem by National Center for Advancing Translational Sciences (NCATS).
GRP78 ERSR act: inducers of ER stress response in human glioma cells. 420,000 compounds, 0.02% hits. U87-MG GRP78 promoter luciferase reporter, 16 h. AID 602332. Potency, µM, without a hit: at the highest dose activation, hits mostly activators; note: potency is the fitted concentration of half-maximal effect; series mostly up to about 76 µM; % of control where 0% means no effect; nearly all actives have a fitted effect of over 35% in size
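Stably transfected U87-MG human glioma cells carrying a GRP78-based luminescent sensor were seeded at 1000 cells/well, pin-dosed with compounds and incubated 16 h. Luciferase reagent was then added, and end-point luminescence was read after 10 min at room temperature.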
Vif-A3G inh: blocks the Vif interaction with human APOBEC3G; Q9HC16; HeLa A3G-eYFP + Vif (tagged APOBEC3G with the HIV-1 protein that degrades it), YFP fluorescence, overnight; Potency, µM (top dose mostly 46.1 µM), for inactives: at the highest dose activity, negative = active, most hits filed as inhibitors; 410,000 compounds, 0.076% hits; AID 602310;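 note: potency is the fitted concentration of half-maximal effect; % is set by controls: 0 for no effect and ±100 for the full control effect; nearly all actives have a fitted effect of over 60% in size; hits raise eYFP signal because A3G escapes Vif-driven loss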
Target sequence (Q9HC16 whole entry, looked up): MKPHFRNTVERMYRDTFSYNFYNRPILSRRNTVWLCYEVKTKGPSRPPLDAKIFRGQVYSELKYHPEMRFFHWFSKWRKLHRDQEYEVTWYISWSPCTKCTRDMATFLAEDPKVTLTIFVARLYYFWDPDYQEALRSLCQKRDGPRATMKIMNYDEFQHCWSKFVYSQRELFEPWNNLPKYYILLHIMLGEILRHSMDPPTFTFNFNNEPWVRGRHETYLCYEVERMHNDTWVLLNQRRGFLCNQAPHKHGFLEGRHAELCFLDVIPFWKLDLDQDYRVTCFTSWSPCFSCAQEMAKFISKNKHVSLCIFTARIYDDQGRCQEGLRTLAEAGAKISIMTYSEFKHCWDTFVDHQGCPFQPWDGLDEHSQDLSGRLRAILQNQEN
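Read-out is eYFP fluorescence (Ex 488/Em 500-530) from Vif-expressing HeLa A3G-eYFP cells; more signal means A3G escaped Vif-mediated degradation. Cells plated overnight, compound pinned in, incubated overnight at 37 deg C.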
LDHA inh: inhibitors of human lactate dehydrogenase A | 480,000 compounds, 0.15% hits | purified LDHA, NADH/diaphorase-resazurin fluorescence; active compounds read low | activity change, % (values are at about 110 or 230 µM) | P00338; in the data active = activity change below about -30%;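 note: plate controls were DMSO wells for no effect and wells without enzyme for full effect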
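LDH5 2 nM; NADH 0.06 mM, pyruvate 0.2 mM; 200 mM Tris pH 7.4, EDTA, Tween-20; 5 min RT. Detection: diaphorase 0.133 mg/mL + resazurin 37 µM, fluorescence ex540/em590 at 0 and 20 min; normalized to enzyme-free and DMSO wells.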
Starred values were filed as active, the others as inactive. Unless noted, calls come from the whole dose curve; as a rule, active = well fitted curve in the direction sought with a large enough effect; inconclusive = small, poorly fitted or top-dose-only effect, or another doubt; inactive = no such curve, though single readings can be large; an effect the other way counts as inactive or inconclusive. Only part of the results is shown, so the mix of outcomes need not match the whole.

SMILES	GRP78 ERSR act	Vif-A3G inh	LDHA inh
CC(C)c1cc(Cn2c3ccccc3c(=O)n2C(C)CBr)on1 (centres undefined)	-5.3%	0.8%	2.6
COc1ccc(OC)c(CC(=O)Nc2ccc3c(c2)c(=O)n(C)n3Cc2cccc(C(F)(F)F)c2)c1	-2.2%	-15.5%	-5.1
CCc1nc2ccc(C(=O)NCCCn3ccnc3)cn2c1N(C)CCC(C)C	-5.4%	-0.5%	4.3
CCOC(=O)C1=C[C@@H](C(C)(C)C)N(S(=O)(=O)c2ccc(C)cc2)[C@H]1c1ccc(Cl)c(Cl)c1	-2.6%	-4.8%	-8.8
CCOC(=O)C1(C)CCCN(C(=O)c2ccc(OC)cc2OC)C1 (centres undefined)	-3.2%	1.7%	-6.6
Cc1ccc(C(O)c2ncc(-c3ccc4ccccc4c3)[nH]2)c(C)c1 (centres undefined)	0.0%	-3.2%	-10.4
O=C(NCc1cccs1)c1ccc2nc([C@@H]3O[C@H](CO)[C@H](O)[C@H](O)[C@H]3O)[nH]c2c1	7.1%	-3.6%	-7.4
CCCCC(=O)N(C)c1c(C)nc2ccc(C(=O)N(C)Cc3ccco3)cn12	-1.7%	-5.4%	-4.6
CC(=O)c1cc2cccc(OC3(C)CCN(Cc4ccc(-c5ccccn5)cc4)C3)c2o1 (centres undefined)	-1.4%	-1.7%	2.4
CCCCN(C=O)c1c(CC)nc2c(OCc3ccccc3C(=O)OC)cccn12	0.4%	0.1%	4.8
CCCNC(=O)c1cc(C2CCCCN2S(=O)(=O)c2ccccc2)on1 (centres undefined)	-2.6%	-1.7%	-0.5
CCN(CC)C(=O)c1cccc(-c2csc(C(C)(NC(C)=O)c3ccccc3)n2)c1 (centres undefined)	-1.1%	-9.9%	-4.9
CCOC(=O)c1ccc(Nc2ccc(C(C)=O)cc2)cc1	5.5%	-5.7%	-3.3
CCc1nc2ccc(C(=O)NCCN3CCNC3=O)cn2c1N(CCC(C)C)CCN(C)C	-2.5%	0.7%	-3.3
CCOC(=O)Cc1ccc(Nc2nc(NCc3ccccc3)nc3ccsc23)cc1	1.2%	-6.7%	-6.9
O=C(NCc1ccccc1)c1cc(C2COCCN2C(=O)c2cccs2)on1 (centres undefined)	-1.7%	-1.6%	-1.8
O=NN(C(=O)NCc1cccnc1)C1CCCCC1	-0.8%	4.2%	-18.4
CCc1nc2c(OCCc3cccc(OC)c3)cccn2c1N(C)C(=O)c1ccc(OC)cc1	-1.0%	6.2%	-0.6
COc1ccc(F)cc1-c1cc(C(=O)NC2CCCCC2)[nH]n1	6.8%	-4.6%	-2.0
OCCNc1ncnc2c1ncn2[C@H]1CN(Cc2ccc(-c3ccccc3)cc2)C[C@@H](CO)O1	-0.2%	-2.9%	-0.1
CN(C(=O)CN1CCN(c2cc(-c3cccc4oc5ccccc5c34)ncn2)CC1)c1ccccc1	-3.1%	1.4%	-4.0
COc1ccc(C(=O)N2CCCC2(C)C(=O)NCC(C)C)cc1C(F)(F)F (centres undefined)	-1.3%	-1.2%	-3.9
CC1(C(=O)Nc2ccc3ccccc3c2)CCC(=O)N1C1CC1 (centres undefined)	-2.9%	-0.3%	-2.5
CC1=C(C(=O)N(C(C)C)C(C)C)CC(CC(=O)NC2CC2)C(=O)N1Cc1ccccc1 (centres undefined)	-0.7%	-6.5%	-2.5
CCCCC(=O)N(C)c1c(C)nc2ccc(C(=O)N3CCN(C(C)=O)CC3)cn12	-4.2%	-3.0%	-3.1

As entered above.
For Vif-A3G inh, CCOC(=O)Cc1ccc(Nc2nc(NCc3ccccc3)nc3ccsc23)cc1 has -6.7%
For Vif-A3G inh, CC(C)c1cc(Cn2c3ccccc3c(=O)n2C(C)CBr)on1 (centres undefined) has 0.8%
For LDHA inh, CC1=C(C(=O)N(C(C)C)C(C)C)CC(CC(=O)NC2CC2)C(=O)N1Cc1ccccc1 (centres undefined) has -2.5

Only GRP78 ERSR act (5 entries from above):
Molecule | GRP78 ERSR act
OCCNc1ncnc2c1ncn2[C@H]1CN(Cc2ccc(-c3ccccc3)cc2)C[C@@H](CO)O1 | -0.2%
CN(C(=O)CN1CCN(c2cc(-c3cccc4oc5ccccc5c34)ncn2)CC1)c1ccccc1 | -3.1%
COc1ccc(C(=O)N2CCCC2(C)C(=O)NCC(C)C)cc1C(F)(F)F (centres undefined) | -1.3%
CC1(C(=O)Nc2ccc3ccccc3c2)CCC(=O)N1C1CC1 (centres undefined) | -2.9%
CC1=C(C(=O)N(C(C)C)C(C)C)CC(CC(=O)NC2CC2)C(=O)N1Cc1ccccc1 (centres undefined) | -0.7%

Single records (already shown). Order of values: GRP78 ERSR act | Vif-A3G inh | LDHA inh
CCOC(=O)C1(C)CCCN(C(=O)c2ccc(OC)cc2OC)C1 (centres undefined) across the screens: -3.2% | 1.7% | -6.6
CCc1nc2c(OCCc3cccc(OC)c3)cccn2c1N(C)C(=O)c1ccc(OC)cc1 across the screens: -1.0% | 6.2% | -0.6

(listing goes on)
SMILES	GRP78 ERSR act	Vif-A3G inh	LDHA inh
CCOc1ccc(CCN2C(=S)N([C@@H](CC(C)C)CN3CCC[C@@H]3CN3C(=S)NC[C@@H]3Cc3ccc(O)cc3)C[C@@H]2CC(C)C)cc1	-3.6%	-5.4%	-15.8
CCc1nc2c(OCC(=O)C(C)(C)C)cccn2c1N(C)C(=O)Nc1ccccc1OC	0.2%	-3.6%	-6.3
Brc1ccc2nc(C3CCCCC3)c(Cc3ccsc3)n2c1	-0.6%	0.0%	-1.8
Cc1c(C(=O)N2CCC2(C)C(=O)O)oc2ccccc12 (centres undefined)	-3.0%	-3.8%	-8.6
NC(=O)c1cccc(-c2coc3c(C(=O)NCCc4ccccc4)cccc23)c1	2.6%	-27.4%	-2.0
COc1cccc(OC)c1OCCN1CCC(C(=O)NC(c2ccccc2)c2ncccc2C)CC1 (centres undefined)	-2.7%	-0.8%	-1.6
CC(C)CNC(=O)C1(C)CCCN1C(=O)c1csnn1 (centres undefined)	-3.7%	-2.9%	-5.9
CCc1ccc2cc(F)cc(F)c2n1	-5.0%	-2.0%	-8.6
Cc1cc(Br)cn2c(Cc3ccccc3C(F)(F)F)c(C3CCCCC3)nc12	-4.7%	-0.4%	5.1
CC1(C(=O)NS(=O)(=O)Cc2ccccc2)CCN1C(=O)Cc1ccccc1 (centres undefined)	-1.3%	-2.6%	-13.2
CCCCN(C=O)c1c(CC)nc2ccc(C(=O)NCc3ccccc3OC)cn12	-2.6%	-3.4%	-3.6
COc1ccc(C=C(C(=O)c2ccccc2)c2ccccc2)cc1	-1.3%	-11.9%	0.2
OC(c1ccccc1)c1nc(-c2cc3ccccc3o2)cs1 (centres undefined)	0.6%	-3.1%	-5.1
Cc1ccc(NC(=O)c2cc(-c3cc(F)ccc3OCC3CCCO3)n[nH]2)cc1NS(C)(=O)=O (centres undefined)	-2.8%	-19.0%	-3.7
CCOC(=O)C1=CCN(S(=O)(=O)c2ccc(Br)cc2)C1c1ccc(C)cc1 (centres undefined)	-3.5%	-0.7%	-6.6
CC(C)NC(=O)C1(C)CCCN1C/C=C/c1ccccc1 (centres undefined)	1.3%	1.4%	-1.4
COc1cccc(Nc2nc(C(N)Cc3ccc(F)cc3)cs2)n1 (centres undefined)	-10.9%	-6.9%	-7.8
CC(C)=CCn1c2ccc(NC(=S)NC3CC3)cc2c(=O)n1C	3.7%	-1.6%	3.5
CCc1nc2c(OCc3ccc(OC)cc3)cccn2c1N(C)C(=O)C(C)C	-2.7%	-0.3%	1.7
CCNC(=O)C1(C)CCN(C(=O)c2ccc(OC)c(OC)c2)C1 (centres undefined)	-2.5%	1.6%	1.0
CCCNC(=O)C1(C)CCCN(CCC(=O)c2ccccc2)C1 (centres undefined)	-10.0%	-22.1%	-4.6
O=C(NCc1cccs1)c1cccc2c(-c3ccc(F)c(F)c3)coc12	1.0%	2.6%	-6.0
CCc1nc2ccc(C(=O)Nc3cccc(OCC(=O)N(C)C)c3)cn2c1N(C)C(=O)c1cccc(OC)c1	-1.6%	1.9%	-3.9
Cc1ccccc1-c1cnc(C(O)c2ccc(Cl)c(F)c2)[nH]1 (centres undefined)	-2.7%	-0.8%	-5.0
NC(=O)c1cccc(-c2ccnc3c2CC(C(=O)Nc2ccc(Cl)cc2)O3)c1 (centres undefined)	-1.9%	-9.6%	-3.7
Next entries:
SMILES	GRP78 ERSR act	Vif-A3G inh	LDHA inh
CC(=O)c1cccc(NC(=O)C2Cc3c(-c4cccc(C(C)=O)c4)ccnc3O2)c1 (centres undefined)	-2.9%	-6.2%	-6.4
CSc1ccc(CN2CCC(C)(Oc3cccc(C#N)c3)C2)cc1 (centres undefined)	-2.7%	-1.4%	-5.9
CC(=O)Nc1cc(-c2ccccc2F)cn2c(-c3ccccc3)cnc12	3.5%	-1.9%	3.7
COc1ccc(OC)c(NC(=O)Nc2nc(CN)cs2)c1	1.0%	-1.7%	2.8
Cc1ccccc1CNC(=O)c1csc([C@@H]2O[C@H](CO)[C@@H](O)[C@H]2O)n1	-5.1%	-3.2%	-2.9
O=C(NCc1ccccc1)c1cc(C2CCCCN2S(=O)(=O)Cc2ccccc2)on1 (centres undefined)	-3.4%	-2.7%	-15.2
CC(C)C[C@H]1CNC(=S)N1C[C@H]1CCCN1C[C@H](Cc1ccc(O)cc1)N1C[C@H](Cc2ccccc2)N(CCc2ccccc2)C1=S	-2.9%	-2.5%	-16.7
O=C(NCc1cccc(Cl)c1)C1Cc2c(-c3ccccc3)ccnc2O1 (centres undefined)	1.5%	-19.4%	-4.6
NS(=O)(=O)c1ccc(NC(=S)Nc2ccc(S(=O)(=O)Nc3nccs3)cc2)cc1	-4.0%	1.0%	-3.5
CCc1nc2c(OCc3ccc(F)c(F)c3)cccn2c1N(C)C(=O)c1cccs1	5.8%	-7.7%	-0.1
COc1cccc(-c2cccc(-c3nc(C(=O)NCCCN4CCOCC4)cc4c3[C@H](CCO)N(S(=O)C(C)(C)C)C4)c2)c1 (some centres undefined)	-5.8%	-0.9%	0.4
CC(=O)NC(c1ccccc1)c1nc(-c2cccc(C(=O)O)c2)cs1 (centres undefined)	-1.9%	2.0%	-4.4
CC(=O)N1CCCC(C)(C(=O)Nc2ccc3nc(C)ccc3c2)C1 (centres undefined)	-2.1%	0.9%	-4.7
Cn1cc(-c2csc(C(C)(O)c3cccnc3)n2)cn1 (centres undefined)	-2.1%	-1.3%	-0.3
COc1ccc(C2=Nc3ccccc3NC(=O)C2N(Cc2ccccc2)C(=O)C2=NNC(=O)CC2)cc1 (centres undefined)	1.6%	-1.9%	0.7
OC(c1cccc(Cl)c1)c1nc(/C=C/c2ccccc2)cs1 (centres undefined)	-1.6%	-5.6%	-4.0
COc1ccc(NC(=O)c2cc(C3CCCCN3S(=O)(=O)Cc3ccccc3)on2)c(C)c1 (centres undefined)	1.4%	-0.1%	-6.2
CCCCNC(=O)C1(C)CCCCN1Cc1ccc(OCc2ccccc2)cc1 (centres undefined)	-0.1%	-1.2%	3.1
COc1ccc(-c2nc3c(C)cc(Br)cn3c2Cc2ccc(C)cc2)cc1OC	-1.1%	-10.8%	3.1
COc1cccc(C(C)(O)c2nc(-c3cccs3)cs2)c1 (centres undefined)	-4.0%	1.3%	-3.0
O=C(NCC1CCCCC1)c1ccc2nc([C@@H]3O[C@H](CO)[C@H](O)[C@H](O)[C@H]3O)[nH]c2c1	-4.1%	-6.1%	-4.8
O=C(NC(c1ccccc1)c1cnccn1)C1CCN(Cc2ccc(Cl)c(Cl)c2)CC1 (centres undefined)	-4.6%	1.6%	-3.4
